High-throughput results from PubChem BioAssay.
CAL PDZ FP-1 = CAL PDZ peptide-binding inhibitors, primary screen, biochemical, fluorescence polarization, Cer-tagged CAL PDZ, HTS | purified CAL PDZ, TMR-peptide fluorescence polarization, 1 h | inhibition, % at 20 µM | hit rate 0.02% among 330,000 | AID 504414, 2011;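 active means highest replicate inhibition of at least 40%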;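 further: plate controls were DMSO neutral control wells for no effect and unlabeled competitor peptide control wells for full effect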
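Material – purified CerCALP PDZ construct · Detection – FP readout, S and P plane fluorescence · Measure – percent inhibition from loss of millipolarization · Controls – unlabelled peptide for full inhibition, DMSO wells as neutral · Probe or stimulus – TMR-labelled reporter peptide T*-PRC34 bound in PDZ groove · Times – 1 h at RT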
PfHsp90 yeast 2 = growth inhibition of PfHsp90-expressing yeast, primary screen, antimalarial PfHsp90 inhibitor project, S. cerevisiae, BacTiter-Glo luminescence, single point, set 2 | inhibition, % at 9.4 µM | hit rate 0.32% among 310,000 | AID 504621, 2011 | BacTiter-Glo ATP, 48 h; yeast lacking PDR1 and PDR3 efflux regulators;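 active means every replicate shows inhibition above about 80%, whatever the replicate mean, limit read from the data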;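 further: 0% = DMSO neutral controls and 100% = 20 µM radicicol positive controls; yeast relying on Plasmodium falciparum Hsp90 in place of its own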
Rtt109 HAT inh = inhibitors of C. albicans Rtt109/Vps75 HAT, primary screen, biochemical, ThioGlo CoA-SH fluorescence, plate reader. Histone acetyltransferase RTT109 (Candida albicans (strain SC5314 / ATCC MYA-2876)), …. purified Rtt109/Vps75, 4 h. inhibition, % at 34.9 µM. hit rate 0.16% among 330,000;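 active means inhibition of at least 50% in every replicate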
SR-BI DiI-HDL act = activators of SR-BI mediated DiI-HDL uptake, primary screen, ldlA[mSR-BI] CHO cells, DiI fluorescence. 3 h; 100 = double the neutral-control signal. activation, % at 12.5 µM. hit rate 0.096% among 320,000. AID 504775, 2011;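 active means mean replicate activation of at least 60% and every replicate at or above 60%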;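 further: 0% = median plate neutral-control signal and 100% = twice that signal; values of inactives mirror those of a sister screen read the other way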
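material = CHO ldlA[mSR-BI] cells | medium = Ham's F12 with 0.5% BSA, HEPES 25 mM, pH 7.4 | reagent = fluorescent DiI-HDL, 10 µg/mL final | compound dosing = single-point compound dose | incubation = 3 h, 37 °C | measured by = bottom-read fluorescence, 550/595 nm | measure = HDL uptake via cellular fluorescence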
PvdQ inh = P. aeruginosa PvdQ acylase inhibitors, primary screen, biochemical, fluorescence, plate reader and imaging, single point; PvdQ acylase [Pseudomonas aeruginosa LESB58]; purified PvdQ acylase; inhibition, % at 10 µM; hit rate 0.063% among 340,000; AID 488965, 2010; in the data active means inhibition above about 30%, passing the limit was not always enough;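 further: 0% = vehicle neutral wells and 100% = reference inhibitor wells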
CAL PDZ FP-2 = untagged CAL PDZ binding inhibitors, primary screen, biochemical, fluorescence polarization, HTS; AID 602252, 2012; inhibition, % at 24.9 µM; purified CAL PDZ, TMR-peptide fluorescence polarization, 1 h; hit rate 0.92% among 300,000; Golgi-associated PDZ and coiled-coil motif-containing protein (Homo sapiens), Q9HD26;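 active means mean inhibition of at least 30% with at least half of replicates also reaching 30%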;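 further: 0% = DMSO neutral control and 100% = excess unlabeled competitor peptide PRC23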
SR-BI DiI inh = inhibitors of SR-BI mediated HDL lipid uptake, primary screen, ldlA[mSR-BI] cells, fluorescence, single point; inhibition, % at 12.5 µM; hit rate 0.96% among 320,000; ldlA[mSR-BI] CHO cells, DiI-HDL uptake fluorescence, 3 h; AID 488896, 2010;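 active means mean replicate inhibition of at least 70% and a set share of replicates each scoring 70 or more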;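 further: 0% = median of neutral control wells and 100% = median of positive control wells; values of inactives mirror those of a sister screen read the other way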
Target sequence (Q61009 whole entry, looked up): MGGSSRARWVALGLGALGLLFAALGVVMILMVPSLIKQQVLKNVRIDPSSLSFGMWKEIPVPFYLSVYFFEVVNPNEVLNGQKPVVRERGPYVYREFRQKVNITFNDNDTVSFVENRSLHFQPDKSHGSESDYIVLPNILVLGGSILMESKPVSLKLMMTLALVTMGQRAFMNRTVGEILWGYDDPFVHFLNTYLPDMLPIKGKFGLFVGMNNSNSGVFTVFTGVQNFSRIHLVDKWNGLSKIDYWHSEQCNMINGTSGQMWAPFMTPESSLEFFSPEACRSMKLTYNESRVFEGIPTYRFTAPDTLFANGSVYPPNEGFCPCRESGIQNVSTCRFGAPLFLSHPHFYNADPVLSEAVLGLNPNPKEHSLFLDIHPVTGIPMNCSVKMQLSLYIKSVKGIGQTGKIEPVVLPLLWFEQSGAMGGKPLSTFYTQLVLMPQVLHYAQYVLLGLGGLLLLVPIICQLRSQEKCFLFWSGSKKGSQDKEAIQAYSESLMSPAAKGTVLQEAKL
NSD2 inh = NSD2 histone methyltransferase inhibitors, primary screen, biochemical, AlphaScreen, single concentration, set 2; NSD2 peptide methylation, 120 min; inhibition, % at 12.5 µM; hit rate 0.54% among 310,000; in the data active means inhibition above about 50%
MITF act = activators of MITF-driven TRPM1 promoter reporter, primary screen, cell-based, SK-MEL-5, luciferase, single point; SK-MEL-5 TRPM1-promoter luciferase, 24 h; % of positive control, neutral wells = 0; activation, % at 12.5 µM; hit rate 0.75% among 300,000; AID 588334, 2011;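 active means mean activation of at least 80% with every replicate also reaching 80%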;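 further: 0% = neutral control wells and 100% = parthenolide positive control wells; values of inactives mirror those of a sister screen read the other way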
dFosB activator = activators of delta FosB homodimer, primary screen, biochemical, fluorescence polarization, TAMRA-CDK5 oligo, single point; Protein FosB (Mus musculus), P13346; purified delta FosB; percent of positive-control signal above neutral wells; activation, % at 25 µM; hit rate 0.99% among 340,000;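 active means mean activation above about 17%, with every replicate also reaching it, limit read from the data, passing the limit was not always enough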;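 further: fluorescence polarization rise as delta FosB binds a TAMRA Cdk5 AP-1 oligo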
Target sequence (P13346 whole entry, looked up): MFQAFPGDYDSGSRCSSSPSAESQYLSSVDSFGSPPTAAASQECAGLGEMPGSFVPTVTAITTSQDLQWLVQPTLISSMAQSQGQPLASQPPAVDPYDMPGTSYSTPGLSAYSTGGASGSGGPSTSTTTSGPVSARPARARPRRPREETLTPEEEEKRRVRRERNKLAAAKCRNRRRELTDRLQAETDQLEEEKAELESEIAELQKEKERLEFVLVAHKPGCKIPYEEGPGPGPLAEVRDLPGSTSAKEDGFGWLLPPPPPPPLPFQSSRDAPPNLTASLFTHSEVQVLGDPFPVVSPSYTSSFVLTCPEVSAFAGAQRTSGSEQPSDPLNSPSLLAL
The depositor's hits bear a star; x = no result given. Rows were taken by chance; overall some 4.3% were active at least once.

compound	CAL PDZ FP-2	SR-BI DiI-HDL act	Rtt109 HAT inh	CAL PDZ FP-1	dFosB activator	PfHsp90 yeast 2	SR-BI DiI inh	PvdQ inh	NSD2 inh	MITF act
CC1=CCC(C(=O)O)C(C(=O)Nc2ccc(-c3nc4ccc(C)cc4s3)cc2)C1 (stereo unspecified)	-3	x	0	-6.7	-11	-60	x	-11	-5	14
Nn1c(SCC(=O)Nc2ccc3c(c2)CCC3)nnc1C1CC1	-1	2	-2	-0.9	2	-6	-2	-6	-2	-5
CCN(C(=O)CSc1nnc(Nc2ccccc2C)s1)C1CCS(=O)(=O)C1 (stereo unspecified)	-3	-14	3	-1.1	3	12	14	0	0	-4
CCCNC(C)C(=O)Nc1ccccc1C (stereo unspecified)	-3	23	-1	1.1	0	0	6	-1	x	-2
O=C(Nc1ccc2c(c1)OCO2)C1CCCN1C(=O)NCc1ccccc1 (stereo unspecified)	-8	41	13	1.0	-1	-1	-41	-15	1	-9
O=C(CCC1CCCCC1)Nc1ccc(C(=O)c2ccncc2)cc1	-2	11	17	-0.3	-9	-6	-11	2	2	0
COc1ccc(OCC(=O)Nc2nc3ccccc3[nH]2)cc1	-5	5	-7	-1.3	1	5	-5	-5	-1	55
O=C(CSc1cccs1)NCCc1ccccc1	-2	36	27	-0.3	9	-5	-36	9	0	12
CC1CCN(CCCNC(=O)CCNC(=O)Cn2cnc3ccccc3c2=O)CC1	-3	4	-1	-1.7	3	-36	-4	-10	-1	21
O=C(Cn1cnc2ccccc2c1=O)OCCCCN1C(=O)c2ccccc2C1=O	x	3	-11	-1.1	4	x	-3	1	20	8
CCOC(NC(=O)c1ccccc1)C(NC(=O)c1ccccc1)OCC (stereo unspecified)	-5	46	1	11	7	8	-46	-7	3	x
COc1ccc(C(=O)OCC(=O)Nc2ccc(OC)c(S(=O)(=O)N3CCCCC3)c2)cc1[N+](=O)[O-]	-4	-48	14	-3.1	6	x	48	3	0	4
N#CC(C(=O)Nc1ccccc1)=C1Nc2ccccc2N1	-1	-54	6	-0.4	-11	x	54	-6	9	x
O=C(Cc1ccc([N+](=O)[O-])cc1)N/N=C/c1ccco1	-2	27	1	-5.0	5	-10	-27	-15	2	10
Cc1ccc(-n2ncc3c(=O)n(CC(=O)NCc4ccco4)cnc32)cc1	9	14	8	0.0	7	-18	-14	-16	0	-3
CCOc1cc(C2C3=C(CCCC3=O)N(CCC(=O)O)C3=C2C(=O)CCC3)ccc1OS(=O)(=O)c1ccc(C)cc1	x	13	-7	-1.1	-8	12	-13	-10	1	7
CN(CC(=O)Nc1cccc(F)c1)C(=O)c1ccc(N2CCCC2)c([N+](=O)[O-])c1	-2	-5	-3	-2.5	-3	2	5	-13	5	-5
Cc1cccc(N2C(=O)CC(N3CCN(C(=O)c4ccccc4)CC3)C2=O)c1 (stereo unspecified)	x	-5	0	0.6	-6	x	5	0	-3	-16
O=C1CN(C(=O)CNC(=O)c2cccc(Cl)c2)c2ccccc2N1	-2	-5	-14	-2.8	-5	6	5	-8	-1	7
CCc1cc(=S)n2c([nH]c3ccccc32)c1C#N	x	-11	-15	-1.3	-4	47	11	-3	31	-10
Cc1c(C2(c3c(C)n(C)n(-c4ccccc4)c3=O)C(=O)Nc3ccc(F)cc32)c(=O)n(-c2ccccc2)n1C	1	29	17	-1.7	0	11	-29	-14	1	-1
O=C(NCCc1ccccc1)C1CCN(C2CCN(C(=O)CC3=CCCCC3)CC2)CC1	0	-11	1	-2.1	-3	x	11	1	-6	17
COc1ccccc1N1CCN(/N=C/c2cc(OC)c(OC(C)=O)c(OC)c2)CC1	-11	-20	2	0.2	12	1	20	-3	1	1
OCCNCCCCSc1ccc(Cl)cc1	-4	-2	x	-3.0	-1	-1	2	-10	21	-1
O=C(CSc1ncccn1)Nc1ccc(Cl)c(S(=O)(=O)N2CCOCC2)c1	-12	25	-7	-0.2	-5	3	-25	-4	-2	12
COC(=O)CCSCC(=O)Nc1ccc(C)c(S(=O)(=O)N2CCCCC2)c1	-5	-5	3	-1.6	-11	-2	5	-11	-3	-1
Cc1ccccc1C1NS(=O)(=O)N=C1N (stereo unspecified)	-1	x	-7	-4.4	-2	-10	x	-17	0	x
Cc1ccc(N(CC(=O)NCC2CCCO2)S(=O)(=O)c2ccc(Cl)cc2)cc1C (stereo unspecified)	-1	x	-2	-1.3	-10	4	-47	-4	4	-9
CCOC(=O)CSc1nnc([C@H](Cc2ccccc2)NC(=O)OC(C)(C)C)o1	1	12	6	-1.1	-14	24	-12	-4	-2	x
O=C(N/N=C/c1cn(-c2ccccc2)nc1-c1cc2ccccc2o1)c1c[nH]c2ccccc12	-4	-53	-5	-0.9	5	19	53	8	-1	36
Cc1nn(-c2ccccc2)c(C)c1/C=N/n1c(-c2ccccc2Br)n[nH]c1=S	-4	-11	-2	-0.7	-5	-24	11	-1	11	-11
Cc1c2c(nc3nnnn13)CCCC2	8	21	-3	-3.3	-9	5	-21	-10	x	-2
CCC1(C)CC(C(N)=S)CCO1 (stereo unspecified)	-3	18	-1	-0.8	-8	-1	-18	-11	-9	x
CCSCCC(NC1=CC(=O)CC(C)(C)C1)C(=O)O (stereo unspecified)	-2	x	3	0.0	5	12	2	-12	1	8
O=C(NCC1CCCO1)c1ccc(S(=O)(=O)N2CCC(c3nc4ccc(Cl)cc4[nH]3)CC2)cc1 (stereo unspecified)	-1	2	-8	-2.8	-17	5	-2	-10	0	-12
CCOc1ccc(CCNC(=O)c2nn(C)c3c2CS(=O)(=O)c2ccccc2-3)cc1OCC	3	-56	4	-1.4	-14	0	56	-12	0	7
Cc1nnc(NC(=O)CSc2nnc(Cc3cccn3C)n2-c2ccccc2)s1	x	16	0	-0.3	-3	7	-16	-1	x	-2
CC1CCc2c(sc3ncn(CCO)c(=O)c23)C1 (stereo unspecified)	4	6	3	13	-5	x	-6	-8	-2	74
CC(CCc1ccccc1)NC(=O)COC(=O)c1cccc2ccccc12 (stereo unspecified)	0	22	1	-0.6	-15	6	-22	0	-4	4
Cn1cnc2cc(NC(=O)COc3ccccc3)ccc21	x	x	-24	0.2	2	7	x	0	-1	66
O=C(Nc1cc(F)ccc1F)C1CCCN(c2ncnc3c2nc2n3CCCCC2)C1 (stereo unspecified)	-1	-14	12	-2.6	-7	3	14	6	-2	-10
CCOC(=O)C1=CN(Cc2cccc(-c3cccnc3)c2)S(=O)(=O)N(CC)C1C (stereo unspecified)	-8	-13	-5	0.1	-7	11	13	-16	x	4
Cc1ccnn1-c1ccc(C(=O)NCc2ccccc2CN2CCOCC2)cc1	x	-21	6	-0.9	-5	x	21	-3	-3	-4
O=c1c(Cl)c(NCc2ccccc2)cnn1C12CC3CC(CC(C3)C1)C2	-3	-16	0	0.0	-1	3	16	12	-1	8
CCOc1ccc(OCC)c(-c2c(=O)n(OCc3ccc(Cl)cc3)c3ccccc3[n+]2[O-])c1	0	-21	-1	0.2	-2	-5	21	-14	0	-4
Cc1cc(=O)[nH]c2ccc(S(=O)(=O)N3CCOCC3)cc12	-2	25	-2	-0.3	-7	8	-25	-11	-2	0
CN(c1ccccc1)S(=O)(=O)c1cccc(C(=O)NCCc2c[nH]c3ccccc23)c1	59*	-32	18	8.7	-6	4	32	-14	0	-5
COCc1cc(C)n(CC(=O)Nc2ccc(Cl)cc2Cl)c(=O)c1C#N	-3	-5	-28	-4.6	-4	0	5	-20	-4	-14

Grouped by structure, the entries above containing a thiophene ring, fused or not
compound	CAL PDZ FP-2	SR-BI DiI-HDL act	Rtt109 HAT inh	CAL PDZ FP-1	dFosB activator	PfHsp90 yeast 2	SR-BI DiI inh	PvdQ inh	NSD2 inh	MITF act
O=C(CSc1cccs1)NCCc1ccccc1	-2	36	27	-0.3	9	-5	-36	9	0	12
CC1CCc2c(sc3ncn(CCO)c(=O)c23)C1 (stereo unspecified)	4	6	3	13	-5	x	-6	-8	-2	74

(continued)
compound	CAL PDZ FP-2	SR-BI DiI-HDL act	Rtt109 HAT inh	CAL PDZ FP-1	dFosB activator	PfHsp90 yeast 2	SR-BI DiI inh	PvdQ inh	NSD2 inh	MITF act
COc1ccc(C(=O)CC(=O)C(=O)Nc2ccccc2OC)cc1	0	-2	-1	-0.3	-11	15	2	-6	0	-15
O=C(O)c1c(N2CCCCC2)ccc([N+](=O)[O-])c1N1CCCCC1	1	0	-6	-0.7	-8	8	0	-23	0	-5
CN1CCC/C1=C1/C(=O)N(c2ccccc2)N=C1NC(=O)Nc1cccc(Cl)c1	-3	-7	1	0.4	-15	9	7	-15	3	-18
COc1ccc2c(c1)CCc1c-2nc2ccccc2c1N1CCOCC1	-4	-7	1	-1.3	2	-13	7	0	-4	x
CC1=C(C)[N+](=O)C2(O)CCCCC2(C)N1[O-] (stereo unspecified)	1	22	-6	-0.2	0	23	-22	-8	0	-3
CN(C)S(=O)(=O)c1cccc(NC(=S)N/N=C/c2cccc(O)c2)c1	-1	-33	-1	-1.6	2	-4	33	-10	-3	-21
O=C(O)c1sccc1NC(=O)c1c(Cl)cccc1Cl	-4	8	-6	0.9	2	-5	-8	-7	-2	-9
O=C(O)Cn1cc2c(n1)CCCCC2	-1	30	3	-1.2	-1	3	-30	6	-2	-3
CC(C(=O)NC1CCCC1)N(Cc1ccc2c(c1)OCO2)C(=O)c1snc(C(N)=O)c1N (stereo unspecified)	-6	-42	1	-4.2	0	x	42	-7	-4	x
Cc1cc(NC(=O)C2CC2)n(-c2nc3ccccc3s2)n1	2	-43	4	-1.9	-18	9	43	9	-1	-6
O=C(O)C1CC=CCC1C(=O)c1ccccc1 (stereo unspecified)	-2	-1	1	-0.5	0	5	1	-22	0	x
CSCCC(NS(=O)(=O)c1ccc2c(c1)OCCO2)C(=O)NCCc1ccccn1 (stereo unspecified)	5	35	-12	0.3	3	19	-35	-15	-6	10
